CHO-K1 Ca antag – nonselective inhibitor or artifact in parental CHO-K1 cells. ATP-induced calcium, Fluo-8 fluorescence. inhibition, % at 3 µM. 0.6% of 360,000 active. AID 602250;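 active means inhibition above a per-plate cutoff, the plate's mean sample inhibition plus 3 SD, cut at about 24% in these data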;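 further: 0% = DMSO plus EC80 ATP and 100% = DMSO alone without ATP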
CHO parental Ca – ATP-evoked calcium signal inhibitors, parental CHO, primary screen, counter-screen for OX1R antagonist project, cell-based, fluorescence, Fluo-8 calcium dye; inhibition, % at 5.6 µM; parental CHO-K1, ATP-induced calcium, Fluo-8 fluorescence; AID 463079, 2010; 0.63% of 330,000 active;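 active means inhibition above that plate's mean sample inhibition plus 3 SD, cut at about 26% in these data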;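 further: 0% = ATP-challenged DMSO wells and 100% = DMSO wells without ATP; some compounds past the cut are filed as inactive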
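test system = CHO parental line | reagent = ATP stimulus | measured by = intracellular calcium via Fluo-8 no-wash fluorescent dye | control set = ATP and no-ATP DMSO wells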
CHRM1 PAM – human M1 muscarinic receptor positive allosteric modulators, primary screen, CHO-K1 cells, Fluo-8 calcium fluorescence, 1536-well; activation, % at 3 µM; CHO-K1 hM1, ACh EC20; 0% = ACh EC20, 100% = maximal ACh; Muscarinic acetylcholine receptor M1 (Homo sapiens), P11229; AID 588819, 2011; 0.088% of 360,000 active; in the data active means activation above about 19%, passing the limit was not always enough
Target sequence (P11229 whole entry, looked up): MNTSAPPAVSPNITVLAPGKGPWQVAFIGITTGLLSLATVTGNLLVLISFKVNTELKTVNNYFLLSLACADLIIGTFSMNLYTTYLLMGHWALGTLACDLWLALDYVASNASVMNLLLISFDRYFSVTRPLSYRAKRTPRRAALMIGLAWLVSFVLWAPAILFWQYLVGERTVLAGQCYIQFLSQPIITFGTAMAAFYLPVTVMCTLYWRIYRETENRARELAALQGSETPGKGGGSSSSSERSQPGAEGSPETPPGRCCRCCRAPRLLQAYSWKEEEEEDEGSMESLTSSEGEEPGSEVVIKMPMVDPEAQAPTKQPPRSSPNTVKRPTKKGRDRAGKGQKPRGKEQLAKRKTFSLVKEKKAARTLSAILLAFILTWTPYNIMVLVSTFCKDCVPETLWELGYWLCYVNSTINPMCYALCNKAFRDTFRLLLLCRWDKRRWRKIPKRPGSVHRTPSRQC
CHO-K1 Ca ag – counter-screen for M1 agonists: effect in parental CHO-K1 cells; activation, % at 3 µM; Fluo-8 calcium fluorescence; scaled to maximal ATP response, vehicle zero; 0.48% of 360,000 active; in the data active means activation above about 15%;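 further: untransfected CHO-K1 host cells lacking M1 receptor as counterscreen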
TAAR1 ag – human TAAR1 agonists, primary screen, Fluo-8 calcium fluorescence, CHO RD-HGA16 cells; AID 624467, 2012; 0.99% of 360,000 active; Trace amine-associated receptor 1 (Homo sapiens), Q96RJ0; vehicle wells 0%, saturating PEA agonist 100%; activation, % at 3 µM;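 active means activation above the mean activation of all test compounds in the run plus 3 SD, cut at about 38% in these data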
Target sequence (Q96RJ0 whole entry, looked up): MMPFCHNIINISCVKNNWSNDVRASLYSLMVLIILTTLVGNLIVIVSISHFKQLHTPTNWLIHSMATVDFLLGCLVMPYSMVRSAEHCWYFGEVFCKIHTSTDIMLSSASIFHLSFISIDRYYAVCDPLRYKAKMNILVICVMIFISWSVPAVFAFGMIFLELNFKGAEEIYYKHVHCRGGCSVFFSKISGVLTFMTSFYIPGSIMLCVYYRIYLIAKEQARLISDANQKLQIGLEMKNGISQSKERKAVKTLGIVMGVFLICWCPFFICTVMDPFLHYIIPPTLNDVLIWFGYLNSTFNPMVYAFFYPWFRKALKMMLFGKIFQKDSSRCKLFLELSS
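Assay system: CHO-derived RD-HGA16 cells with stable Gα16 and human TAAR1; timing: 17-24 h seeding, 75 min 37 °C dye, 30 min RT; read-out: % activation from peak over basal fluorescence ratio, DMSO-to-PEA scaled; measured by: kinetic Fluo-8 calcium fluorescence; benchmarks: low control DMSO, high control PEA (EC100); doses: 3 µM single concentration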
CHO-K1 Ca PAM – nonselective calcium activators in parental CHO-K1 cells, primary screen, counter-screen for M1 PAM project, cell-based, Fluo-8 calcium fluorescence, full deck, 1536-well | ATP EC20; 0% at ATP EC20, 100% at ATP max | activation, % at 3 µM | 0.02% of 360,000 active | AID 602247, 2012;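 active means activation above the run cutoff, the mean activation of all test compounds plus 3 SD, cut at about 40% in these data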;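 further: peak over basal fluorescence ratio in a 140 s read after ATP addition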
CHRM1 antagonist – human M1 muscarinic receptor antagonists, primary screen, CHO-K1 cells, Fluo-8 calcium fluorescence, 1536-well; Muscarinic acetylcholine receptor M1 (Homo sapiens), P11229; CHO-K1 hM1, ACh EC80 antagonist; inhibition, % at 3 µM; 1.3% of 360,000 active; AID 588852, 2011;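 active means percent inhibition above its own plate's cutoff, namely the mean of that plate's compound wells plus 3 SD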;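 further: peak over basal fluorescence ratio during 140 s after agonist addition; 0% = ACh EC80 plus DMSO and 100% = DMSO alone without agonist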
M1 ag – human M1 muscarinic receptor agonists, primary screen, Fluo-8 calcium fluorescence, CHO-K1 cells, HTS; CHO-K1 hM1, agonist mode; 0% DMSO, 100% acetylcholine EC100; activation, % at 3 µM; 0.33% of 360,000 active; AID 588814, 2011;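 active means activation above the run's mean compound activation plus 3 SD, cut at about 16% in these data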;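 further: peak over basal fluorescence ratio within a 140 s kinetic read after compound addition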
TAAR1 antagonist – human TAAR1 antagonists, primary screen, Fluo-8 calcium fluorescence, CHO RD-HGA16 cells; 1.5% of 360,000 active; antagonist; AID 624466, 2012; inhibition, % at 3 µM; Trace amine-associated receptor 1 (Homo sapiens), Q96RJ0;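 active means inhibition above a per-plate cutoff, the mean inhibition of test compounds on that plate plus 3 SD, cut at about 49% in these data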;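 further: 0% = DMSO plus EC80 beta-PEA response and 100% = DMSO alone without agonist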
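Material: CHO RD-HGA16 cells bearing hTAAR1; compound dosing: one-point dosing, 3 µM nominal final; schedule: dye loading 75 min at 37 °C, then 30 min room temperature; measured by: calcium fluorescence with Fluo-8; control set: vehicle and agonist controls; replication: n of 1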
Numbers without * were called inactive; . = not tested or not shown.

SMILES	CHO-K1 Ca antag	CHO parental Ca	CHRM1 PAM	CHO-K1 Ca ag	TAAR1 ag	CHO-K1 Ca PAM	CHRM1 antagonist	M1 ag	TAAR1 antagonist
Cc1ccc(C(=O)Nc2ccccc2C(=O)NCc2cccnc2)cc1	12.0	-16.0	2.0	2.4	2.4	1.2	-2.0	-1.2	-0.1
O=[N+]([O-])c1ccc(/C=N/NC(=S)Nc2ccc(Cl)cc2Cl)s1	-1.1	7.9	7.0	7.4	2.1	17.4	-8.0	2.3	-17.5
Cc1ccc(C2(C(F)(F)F)NC(=O)N3C(=C2C#N)Nc2ccccc23)cc1 (stereo unspecified)	-6.4	6.0	6.9	0.5	11.8	16.3	-3.6	-4.7	12.0
CN1CCN(CCNC(=O)Nc2ccccc2[N+](=O)[O-])CC1	-5.0	7.3	2.6	0.8	-0.5	1.9	-3.9	-1.3	10.7
O=C(COC(=O)CNC(=O)c1ccc(Cl)cc1)Nc1ccc2c(c1)OCCO2	-11.3	-0.6	3.6	1.7	-3.0	19.8	-3.3	-2.6	5.2
Cc1ccc(C)c(N2CCN(C(=O)c3cc(S(=O)(=O)N4CCOCC4)cn3C)CC2)c1	-9.6	-1.4	11.4	0.6	2.4	14.9	-16.1	-0.3	5.9
Cn1nc(-c2ccc(C(=O)Nc3cccnc3)cc2)c2ccccc2c1=O	-8.2	-6.0	6.2	0.5	7.8	11.1	-12.2	-3.9	-5.4
N#Cc1c(Nc2ccccc2)sc(C(=O)C2CC2)c1N	-9.4	-14.1	6.1	0.5	12.8	15.6	-3.2	-1.2	11.2
COc1cc2ccccc2cc1C(=O)N1CCN(C(C)=O)CC1	21.3	-1.0	6.0	-0.1	1.1	0.3	-6.9	-0.9	-22.4
COC(=O)[C@H]1C[C@@H]1[C@H](NC(=O)c1cccnc1)c1ccccc1	-11.7	-13.8	1.2	0.6	1.0	11.5	1.1	-4.3	12.9
COc1ccc2[nH]cc(S(=O)(=O)c3ccc(F)cc3)c(=O)c2c1	-4.8	-11.9	8.3	0.2	1.3	0.9	-8.8	0.6	-6.3
O=C(O)CCC(=O)N1N=C(c2ccc(Br)cc2)CC1c1cccs1 (stereo unspecified)	-9.1	3.1	8.5	0.2	9.0	18.7	-5.7	-2.0	10.6
Cc1cc(C)cc(NC(=O)CSc2nnc(Cc3cccn3C)n2-c2ccc(F)cc2)c1	2.4	-17.0	0.5	-0.4	2.5	5.5	-11.3	-1.0	-9.2
O=C(NC12CC3CC(CC(C3)C1)C2)N1CCN(c2ccccn2)CC1	14.2	-5.6	-3.9	-0.2	15.3	-8.4	-0.3	-9.4	3.0
O=C(NCc1ccc(F)cc1)C(=O)NCC1OCCN1C(=O)c1ccc(Cl)cc1 (stereo unspecified)	-4.3	-8.3	-0.2	0.1	-1.4	4.7	5.9	-5.8	-19.2
O=C(c1cccs1)N1C[C@@H](O)[C@H](n2cc(C3CC3)nn2)C[C@@H]1c1ccc(Cl)cc1	-13.4	.	3.0	1.2	2.7	25.4	-9.6	-2.5	2.8
O=C(O)CCN1C(=O)CC2(CCCCC2)C1=O	-7.0	6.2	3.1	0.0	3.9	18.2	-12.9	-4.5	9.2
COCCS(=O)(=O)N(Cc1ccccc1)[C@H](C(=O)OC)C(C)C	-3.3	-6.6	8.0	0.3	4.7	-3.8	-14.9	-4.6	-8.5
O=C(NCc1ccco1)C1CCN(c2ccc(N3CCOCC3)nn2)CC1	17.1	19.7	4.2	-0.6	0.5	-5.7	-4.5	-6.6	17.1
CC(=O)c1cc2c(cc1C)CCCC2(C)C	-12.2	.	3.6	0.4	1.3	5.1	-5.8	-1.2	-3.7
O=C(c1cc(COc2ccc(F)c(F)c2)on1)N1CCSCC1	-6.7	.	0.6	0.6	1.6	12.2	0.8	-3.6	-6.8
Cc1cc(C)c(OCCN2C(=O)NC(C)(C)C2=O)c(Cl)c1	-9.2	-2.8	6.2	0.1	6.6	22.7	-9.4	-5.5	-2.6
Cc1noc(C)c1COc1cccc(C(=O)N(C)Cc2nc3ccccc3c(=O)[nH]2)c1	-15.9	-6.4	-2.9	2.1	2.5	0.7	-2.5	-1.9	2.6
COc1ccc(CCN(C)C(=O)/C=C/c2c(Cl)nc3ccccn23)cc1OC	-14.1	-8.2	6.0	0.7	7.4	0.2	-4.5	-7.1	11.3
CCOc1ccc(S(=O)(=O)NCCC(=O)NCC(c2ccc(OC)cc2)N2CCCC2)cc1 (stereo unspecified)	-13.8	-21.0	1.5	-0.5	15.3	-7.5	-0.9	-8.6	-14.4
COc1ccc(OC)c(CN2CCN(C(=O)c3cccc(S(=O)(=O)N(C)c4ccccc4)c3)CC2)c1	8.5	.	7.0	2.6	1.6	-6.2	-13.7	-4.4	-20.7
Nc1nonc1C(=Nc1ccccc1)NO	-9.3	8.2	1.0	0.6	0.5	14.0	-0.5	-4.3	0.5
Cc1ccc(NC(=O)CN(C)C(=O)c2cc(-c3ccccc3)nn2-c2ccccc2)cc1	-3.8	.	3.5	1.6	1.7	11.7	-3.1	-3.8	33.4
C/C(CCc1ccc2c(c1)OCO2)=N\N=C1\NC(=O)CC(C(=O)Nc2ccc(C(=O)O)cc2)S1 (stereo unspecified)	-7.7	.	10.8	2.4	1.2	10.3	-14.5	-2.0	-16.9
Cc1cccc(-n2c(N)cc(=O)nc2SCC(=O)Nc2ccccc2)c1	13.9	1.0	12.0	-0.4	7.2	-4.2	-8.4	-0.3	-15.5
Nc1nc(-c2ccccc2)c(-c2ccccc2)s1	-4.6	-7.3	-2.6	0.4	5.6	18.4	10.2	-4.8	8.5
Cc1ccccc1OCc1nnc(SCC(=O)Nc2c(C)n(C)n(-c3ccccc3)c2=O)n1-c1ccccc1	-4.2	-8.9	11.9	1.8	-2.1	18.6	-13.3	-6.3	9.2
O=C1NC(=Nc2ccccc2)S/C1=C\c1cccnc1	-5.8	-8.1	6.3	1.6	1.8	9.0	-11.9	-1.2	-39.4
Cc1[nH]c(C)c(S(=O)(=O)Nc2cccc(Cl)c2C)c1C(=O)N1CCCC1	-21.6	-9.9	13.3	1.9	9.5	20.9	-11.9	0.2	6.2
COc1cc(C(=O)NC(=S)N(CCc2ccccc2)CCc2ccccc2)cc(OC)c1OC	11.3	-14.4	-15.6	3.3	6.4	16.6	22.5	-4.5	53.2*
CCOc1ccc(C(C)C)cc1S(=O)(=O)n1ccnc1C	7.5	-14.2	2.6	-0.5	-0.7	-7.3	-0.8	-7.9	5.9
Cn1c(CN2CCOCC2)nnc1SCc1ccccc1	-6.9	-7.0	6.5	0.5	-1.1	10.6	-6.5	-4.8	-10.9
O=c1[nH]ncn1-c1ccccc1C(F)(F)F	-8.7	5.9	14.5	-0.1	5.1	-15.1	-12.5	0.6	-20.0
O=C(CCC1CCCCC1)NCCN1CCOCC1	-6.0	-4.6	8.3	-0.1	7.4	7.7	-10.0	-1.8	-11.8
Cc1ccc(N=Cc2c(O)n(-c3ccc4c(c3)OCO4)c(=O)c3ccccc23)cc1	-12.4	-30.9	1.0	-0.1	-1.2	13.1	-1.6	-4.8	-8.3
O=C(CCC(=O)Nc1nnc(C2CCCCC2)s1)NCc1ccc(F)cc1	-19.1	-21.9	10.7	0.9	0.4	20.0	-8.4	-3.3	4.8
OC(Cc1ccncc1)(c1ccccc1)c1ccccc1	-1.6	-13.3	-12.5	-0.4	12.4	-8.8	10.8	-13.3	-11.8
COc1cc(/C=N\NC(=O)c2ccccc2F)ccc1Oc1ccc([N+](=O)[O-])cn1	-8.6	-19.3	-1.6	2.9	1.1	14.2	0.1	-2.7	-37.4
CC1CN(C(=O)c2cc(-c3ccncc3)nc3ccccc23)CC(C)O1 (stereo unspecified)	-21.4	-22.7	10.5	0.2	-0.1	9.0	-15.6	-3.8	-6.4
Cc1ccc(NC(=O)NC(=O)CN2CCC(C(N)=O)CC2)c(C)c1	-7.8	-2.7	18.7	0.0	11.7	-4.0	6.5	-1.6	1.0
CC12CC(NC(=O)N1Cc1ccccc1)c1ccccc1O2 (stereo unspecified)	-9.8	-9.3	8.7	1.6	10.7	21.4	-7.1	-2.3	16.8
COc1ccc(S(=O)(=O)NCC(c2cccnc2)N2CCN(c3ccccc3)CC2)cc1C (stereo unspecified)	12.4	-15.0	6.8	-0.8	9.2	-4.6	-0.1	-4.8	-2.5
Cc1ccccc1-n1c(SCc2c(C)noc2C)nnc1-c1c[nH]c2ccccc12	-4.9	-17.5	-3.0	1.1	5.2	13.2	-11.0	-5.8	10.3
COc1ccc(C2C(=O)N(C3CCCCC3)CC(=O)N2CCc2ccccc2)cc1OC (stereo unspecified)	-10.8	-5.1	3.7	1.1	8.2	23.0	-6.0	-3.3	-7.1
Cc1cc(NC(=O)C(=O)c2cn(C)c3ccccc23)no1	6.6	-14.8	1.1	0.1	0.4	-6.7	3.8	-3.3	-17.1
COC(=O)c1ccc(NC(=S)N2CCC(C(N)=O)CC2)cc1	4.8	-5.8	4.8	2.3	17.0	15.9	0.5	-8.0	-21.9
CN(C)C(CNC(=O)C1CC(=O)N(c2cccc(C(F)(F)F)c2)C1)c1ccccc1 (stereo unspecified)	18.7	.	16.7	0.0	1.6	-10.9	-19.6	-6.2	-2.6
Cc1noc(C)c1S(=O)(=O)N1CCC(C(=O)NC2CCN(Cc3ccccc3)CC2)CC1	-25.9	-10.0	-21.2	1.5	14.4	13.1	19.0	-11.8	-12.8

Gathered by group: the entries above containing an NH in an aromatic ring (five)
SMILES	CHO-K1 Ca antag	CHO parental Ca	CHRM1 PAM	CHO-K1 Ca ag	TAAR1 ag	CHO-K1 Ca PAM	CHRM1 antagonist	M1 ag	TAAR1 antagonist
COc1ccc2[nH]cc(S(=O)(=O)c3ccc(F)cc3)c(=O)c2c1	-4.8	-11.9	8.3	0.2	1.3	0.9	-8.8	0.6	-6.3
Cc1noc(C)c1COc1cccc(C(=O)N(C)Cc2nc3ccccc3c(=O)[nH]2)c1	-15.9	-6.4	-2.9	2.1	2.5	0.7	-2.5	-1.9	2.6
Cc1[nH]c(C)c(S(=O)(=O)Nc2cccc(Cl)c2C)c1C(=O)N1CCCC1	-21.6	-9.9	13.3	1.9	9.5	20.9	-11.9	0.2	6.2
O=c1[nH]ncn1-c1ccccc1C(F)(F)F	-8.7	5.9	14.5	-0.1	5.1	-15.1	-12.5	0.6	-20.0
Cc1ccccc1-n1c(SCc2c(C)noc2C)nnc1-c1c[nH]c2ccccc12	-4.9	-17.5	-3.0	1.1	5.2	13.2	-11.0	-5.8	10.3

Compound activity (PubChem BioAssay)

Hits appear at their usual frequency (roughly 4.4% active in at least one column).
